SMN2 splice up – qHTS Assay for Enhancers of SMN2 Splice Variant Expression; HEK293 SMN2-luciferase splicing reporter, luminescence, 30-36 h; Potency, µM (doses to about 46.1 µM), inactives show top-dose activity change, positive = activation, hits mostly activators; 210,000 compounds, 2.8% hits; note: % of control where 0% means no effect; nearly all actives have a fitted effect of over 55% in size
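qHTS luciferase splicing reporter: luminescence rises when SMN2 exon 7 is included in transfected HEK293 cells. Compound exposure lasted 30-36 h at 37C, with 4.5 mM final sodium butyrate as control, followed by a ONE-Glo read.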
GLA spleen mod – qHTS Assay for Inhibitors and Activators of Human alpha-Galactosidase From Spleen Homogenate; AID 2107, 2009; Alpha-galactosidase A (Homo sapiens), P06280; 240,000 compounds, 0.008% hits; human spleen homogenate, 4MU-alpha-Gal fluorescence, 40 min; Potency, µM (doses to about 80 µM), for the others: at the highest dose activity change, negative = inhibition, actives largely listed as inhibitors;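 note: 0% = enzyme with vehicle and -100% = no enzyme basal signal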
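Inhibition or activation of alpha-galactosidase in human spleen homogenate is scored by 4-MU fluorescence after 40 min at 37C, pH 5.0, with 1 mM substrate. AC50s come from concentration-response fitted to the Hill equation.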
GAA inhib – qHTS Assay for Inhibitors of Human alpha-Glucosidase as a Potential Chaperone Treatment of Pompe Disease; AID 1466, 2008; 200,000 compounds, 0.005% hits; Lysosomal alpha-glucosidase (Homo sapiens), P10253; Potency, µM (highest dose often 76.9 µM), inactives show top-dose activity change, negative = inhibition, hits mostly inhibitors; purified human GAA, 4-MU-alpha-glucoside fluorescence;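 note: plate controls were uninhibited enzyme wells for no effect and no-enzyme background for full effect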
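Fluorogenic assay: 4 nM human alpha-glucosidase with 400 uM 4-methylumbelliferyl-alpha-D-pyranoside in 50 mM citrate/phosphate, 0.005% Tween-20, pH 5.0, 20 min at room temperature. Compounds tested up to 77 uM; AC50 from Hill fits.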
JMJD2E inh – qHTS Assay for Inhibitors of Human Jumonji Domain Containing 2E (JMJD2E). AID 2147, 2009. 230,000 compounds, 1.6% hits. JMJD2E catalytic domain, FDH-coupled NADH fluorescence (FDH is formaldehyde dehydrogenase). Potency, µM (top dose mostly 57.1 µM), without a hit: at the top dose activity change, negative = inhibition, usual class: inhibitors; active = well fitted inhibition curve with a large enough effect, not every such curve was filed as active; inconclusive = small, poorly fitted or top-dose-only effect, or another doubt; inactive = no such curve, though single readings can be large or run the other way;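 note: 0% = wells with enzyme and -100% = buffer wells without enzyme; nearly all actives have a fitted effect of over 50% in size; many of its hits are not listed in these tables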
Target sequence (B2RXH2 1-337 limits assumed): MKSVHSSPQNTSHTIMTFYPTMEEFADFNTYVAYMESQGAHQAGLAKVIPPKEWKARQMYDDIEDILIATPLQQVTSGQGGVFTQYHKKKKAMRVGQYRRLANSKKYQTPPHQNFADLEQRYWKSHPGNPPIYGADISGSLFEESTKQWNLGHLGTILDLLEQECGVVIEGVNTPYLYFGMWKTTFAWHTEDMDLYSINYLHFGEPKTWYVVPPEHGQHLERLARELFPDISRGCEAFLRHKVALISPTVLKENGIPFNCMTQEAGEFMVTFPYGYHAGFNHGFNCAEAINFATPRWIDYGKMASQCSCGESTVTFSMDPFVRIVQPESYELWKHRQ
RGS12 GoLoco inh – qHTS Assay for Inhibitors of RGS12 GoLoco Motif Activity (Red Fluorophore). Guanine nucleotide-binding protein G(i) subunit alpha-1 (Homo sapiens), P63096. Gai1:RGS12 GoLoco peptide FP, rhodamine, 10 min. Potency, µM (titrated, usually from 61.6 µM), inactives show top-dose activity, negative = inhibition, hits mostly inhibitors. 230,000 compounds, 0.44% hits. AID 880, 2007; active = well fitted inhibition curve with a large enough effect, not every such curve was filed as active; inactive = no such curve, though single readings can be large or run the other way; note: % is set by controls: 0 for no effect and ±100 for the full control effect; nearly all actives have a fitted effect of over 30% in size; many of its hits are not listed in these tables
Target sequence (P63096 whole entry, looked up): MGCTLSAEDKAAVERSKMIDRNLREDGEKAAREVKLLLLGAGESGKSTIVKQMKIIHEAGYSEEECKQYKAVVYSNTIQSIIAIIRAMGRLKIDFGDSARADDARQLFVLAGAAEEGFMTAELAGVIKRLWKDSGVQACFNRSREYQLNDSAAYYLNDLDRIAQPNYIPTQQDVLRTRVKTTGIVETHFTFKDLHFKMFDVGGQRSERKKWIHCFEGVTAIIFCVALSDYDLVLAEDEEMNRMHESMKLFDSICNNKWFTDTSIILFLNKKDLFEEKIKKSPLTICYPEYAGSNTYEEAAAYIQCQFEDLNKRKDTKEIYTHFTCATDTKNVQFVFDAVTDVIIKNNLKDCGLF
aGlu spleen mod – qHTS Assay for Inhibitors and Activators of Human alpha-Glucosidase From Spleen Homogenate; Lysosomal alpha-glucosidase (Homo sapiens), P10253; human spleen homogenate, 4-MU-alpha-glucoside fluorescence; Potency, µM (series often up to 79.9 µM), for inactives: at the top dose activity change, negative = inhibition, actives largely listed as inhibitors; 240,000 compounds, 0.006% hits;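 note: 0% = enzyme with vehicle and -100% = no enzyme basal signal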
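AC50 values come from Hill-equation fits of concentration-response data, normalized to no-enzyme and full-activity controls. Enzyme source: 1 ug human spleen homogenate; 1 mM fluorogenic 4-MU glucoside, pH 5.0 citrate buffer, 37 C, 40 min.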
GAA glycogen – qHTS Assay for Inhibitors and Activators of Human alpha-Glucosidase Cleavage of Glycogen; 300,000 compounds, 0.38% hits; Potency, µM (highest dose often 76.4 µM), without a hit: at the highest dose activity change, negative = inhibition, hits mostly inhibitors; recombinant GAA, glycogen substrate, Amplex Red glucose oxidase fluorescence;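 note: 0% = full enzyme reaction and -100% = no-enzyme basal signal; the screen sought inhibitors and activators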
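Recombinant enzyme (4 nM final) with compounds titrated up to 77 uM and bovine liver glycogen (30 ug) in citrate pH 5.0, 0.01% Tween-20, 37 C 40 min. Released glucose detected by Amplex Red/glucose oxidase (Ex 573/Em 610); AC50 from Hill fits.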
ALDH1A1 inh – qHTS Assay for Inhibitors of Aldehyde Dehydrogenase 1 (ALDH1A1); Aldehyde dehydrogenase 1A1 (Homo sapiens), P00352; Purified ALDH1A1, NADH fluorescence, propionaldehyde substrate; Potency, µM (series often up to 75.3 µM), inactives show top-dose activity, negative = inhibition, most hits filed as inhibitors; 220,000 compounds, 7.3% hits; AID 1030, 2008; active = well fitted inhibition curve with a large enough effect, not every such curve was filed as active; inconclusive = small, poorly fitted or top-dose-only effect, or another doubt; inactive = no such curve, though single readings can be large or run the other way;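 note: plate controls were no enzyme wells and a reference inhibitor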
* hit, by the source's call; ? = inconclusive; / = not tested or not shown; [ ] = another dose, or the depositor's remark. Unless noted, calls come from the whole dose curve; as a rule, active = well fitted curve in the direction sought with a large enough effect; inconclusive = small, poorly fitted or top-dose-only effect, or another doubt; inactive = no such curve, though single readings can be large; an effect the other way counts as inactive or inconclusive. Potency is the fitted concentration of half-maximal effect. This is a subset; count on the stated rates, not on these rows.

canonical_smiles,GAA inhib,SMN2 splice up,RGS12 GoLoco inh,GLA spleen mod,GAA glycogen,JMJD2E inh,aGlu spleen mod,ALDH1A1 inh
OCC#Cc1cnc2ccccc2c1,-14%,1%,-3%,-4%,5%,-5%,-2%,?
CC(=O)N/N=C(\C)CC(=O)Nc1ccc2c(c1)OCCO2,?,6%,15%,-6%,14%,8%,-2%,-13%
Fc1ccccc1COc1cccc(/C=N/n2cnnc2)c1,-5%,0%,6%,-10%,3%,?,-8%,1%
COc1ccc(CNCC(=O)Nc2cccc(S(N)(=O)=O)c2)cc1,7%,-3%,-16%,-5%,-11%,1%,-3%,?
COc1ccccc1NC(=O)Cn1nnc(C(=O)NCCc2ccccc2)c1N,-1%,12%,1%,-1%,-17%,3%,-13%,6%
CC(=O)N(c1cccc(Br)c1)C1C=CS(=O)(=O)C1 (stereo not given),0%,19%,-6%,1%,0%,-2%,3%,9%
CSc1nncc(=O)[nH]1,0%,10%,-9%,-6%,3%,-1%,-11%,6%
Cc1cc(Oc2ccc([N+](=O)[O-])cc2)nc(N2CCOCC2)n1,-6%,/,4%,7%,1%,-1%,-8%,0%
C=CCn1c(C)cc(C(=O)COc2nncc3ccccc23)c1C,-3%,?,30%,-8%,-4%,-16%,-3%,?
CC(C)(C)N1C(=O)c2ccccc2NC(=O)N1Cc1ccc(Br)cc1,-5%,-6%,-1%,8%,6%,1%,0%,8%
COc1ccc(-c2[nH]c(-c3ccc(Cl)cc3)nc2SCC(=O)Nc2nccs2)cc1,4%,-29%,-7%,7%,4%,7%,12%,24%
Cc1ccccc1NC(=O)COc1ccc(Br)cc1C,1%,-4%,3%,8%,0%,-3%,8%,19%
CC(=O)Nc1ccc(NC(=O)c2ccc(Cn3cc(Cl)cn3)cc2)cc1,0%,-12%,8%,-2%,16%,-4%,0%,-13%
Cc1ccc(C2=NN(C(=O)CCC(=O)O)C(c3cccs3)C2)cc1 (stereo not given),/,/,1%,-14%,-7%,-5%,3%,/
COc1ccc(-n2ncc3c(NCCN4CCOCC4)ncnc32)cc1,-2%,-8%,13%,2%,1%,?,3%,?
Cc1ccc(C(=O)COC(=O)c2ccc(Br)o2)cc1C,-1%[15.4 µM],10%,3%,9%,-13%,-1%,2%,-3%
CCCc1ccc(C(=O)NNC(=O)c2ccc(Cl)cc2)cc1,?,/,/,-8%,-19%,?,-7%,?
Brc1c(-c2ccccc2)nc2n1Cc1ccccc1-2,/,/,2%,10%,0%,-22%,1%,/
COc1cc(/C=N/NC(=O)/C(=C\c2ccc([N+](=O)[O-])cc2)NC(=O)c2ccccc2)cc(OC)c1O,-10%,-8%,-7%,-3%,16%,-6%,-13%,?
CC1CC(C)CN(CC(=O)NCCc2ccc(S(N)(=O)=O)cc2)C1 (stereo not given),3%,0%,8%,1%,8%,0%,5%,18%
CCCCC(O)(CCCC)C(=O)NN(C(=O)CCl)c1ccccc1,-2%,-27%,-1%,-3%,-3%,-6%,-5%,4µM*
COc1ccc(-c2noc(-c3ccco3)n2)cc1OC,7%,13µM*,9%,3%,9%,-2%,4%,0%
CCc1ccccc1S(=O)(=O)Cc1ccc(C(=O)NCc2cccs2)o1,-4%,2%,8%,0%,21%,3%,6%,5%
COc1ccc(CNC(=S)N/N=C/c2ccc(O)c(OC)c2)cc1,7%,-24%,1%,13%,?,-6%,6%,1%
NC(=O)c1ccccc1N/C=C/C(=O)c1ccccc1,-4%,7.1µM*,4%,3%,0%,?,-8%,?
O=C(Nc1ccc(-c2nnn(CC(=O)N3CCN(C(=O)c4ccco4)CC3)n2)cc1)c1ccc(F)cc1,?,-19%,-1%,0%,-3%,?,0%,?
CCOC(=O)c1ccccc1NC(=O)c1cccs1,6%,-13%,-8%,17%,-16%,1%,3%,2%
Cc1ccc(NCC(=O)N/N=C\c2cccc(O)c2)cc1,?,4%,18%,-5%,?,-30%,5%,-2%
C/C(CC(=O)Nc1ccc(Cl)cc1Cl)=N\NC(=O)c1ccco1,-2%,7%,3%,3%,-2%,2%,4%,-15%
Cc1cc(C(C)(C)C)oc1C(=O)OCC(=O)NC1CCCCC1,3%,8%,3%,-12%,25%,7%,-5%,7%
Cc1csc(NC(=O)CSc2nnc(-c3ccccn3)n2-c2ccc(C)c(C)c2)n1,8%,-11%,5%,5%,-14%,5%,8%,6%
CCC(c1nnnn1CCOC)N1CCN(c2nc3ccccc3s2)CC1 (stereo not given),-15%,-27%,7%,-3%,2%,-7%,1%,-15%
Cc1ccc2c(c1)c1c3n2CCN(C(=O)Cn2c(-c4ccccc4)noc2=O)C3CCC1 (stereo not given),-12%,-21%,10%,?,-13%,?,-15%,-6%
ON1C2CCCCC2N(O)C1c1c(F)c(F)c(F)c(F)c1F (stereo not given),2%,-8%,0%,2%,?,-1%,-2%,-4%
Cc1ccccc1NC(=O)C1C2CCCC1C2c1ccccc1 (stereo not given),-12%,-11%,-25%,-14%,15%,6%,-6%,5%
CC(C)c1ccc(S(=O)(=O)N2CCN(C(=O)c3cccc(F)c3)CC2)cc1,?,-27%,10%,-10%,-8%,4%,-3%,?
c1ccc(CSc2ncnc3c2cnn3Cc2ccccc2)cc1,-14%,-32%[inhibitor],0%,4%,3%,8%,6%,?
CCN(CC(=O)NCc1ccc(Cl)cc1)C(=O)/C=C/c1ccco1,-6%,1%,4%,-11%,1%,-14%,-6%,?
CN1CC(=O)N2[C@H](c3ccc4c(c3)OCO4)c3[nH]c4ccccc4c3C[C@@H]2C1=O,-22%[15.4 µM],/,8%,-8%,-3%,-7%,-3%,/
Cc1ccc(NC(=O)CCn2cccc2)cc1Cl,-6%,-4%,8%,-2%,-3%,-1%,0%,-12%
Cc1ccc(N2C(=O)C(Cl)=C(NCc3ccccc3)C2=O)c(C)c1,-13%,-1%,3%,0%,-1%,-3%,5%,-6%
CC(=O)Nc1ccccc1C(=O)C(=O)Nc1ccc(Cl)cc1,0%,22µM*,0%,-7%,-10%,1%,-12%,0%
N/C(=N\OC(=O)Oc1ccccc1)c1ccc([N+](=O)[O-])cc1,2%,-1%,9%,-1%,-1%,-20%,5%,1%
COc1ccc(-n2c(C)c([N+](=O)[O-])c3ccc(O)c(CN(C)C)c32)cc1,2%,-5%,-7%,3%,3%,1%,-5%,?
COc1ccc(-n2cccc2/C=C2/NC(=O)N(c3cccc(Cl)c3)C2=O)cc1,6%,-13%,3.5µM*,7%,7%,-15%,3%,1%
S=C(Nc1ccc(Oc2ccccc2)cc1)N(CCCN1CCOCC1)Cc1ccccn1,0%,3%,-10%,9%,-5%,-5%,5%,?
O=C1CSC(c2ccccc2[N+](=O)[O-])N1c1ccccc1 (stereo not given),-6%,12%,7%,-2%,8%,0%,/,-4%
CC(C)(C)OC(=O)NCCCC[C@H](NC(=O)c1nc[nH]c1C(=O)N1CCc2ccccc2C1)C(=O)OC(C)(C)C,/,/,2%,0%,-15%,-3%,3%,/
COc1ccc(S(=O)(=O)NCc2ccc3c(c2)OCO3)cc1C(=O)O,-3%,3%,4%,-7%,-3%,-11%,-14%,1%
CCc1ccccc1N=C1SCC(=O)N1C,?,2%,3%,-11%,5%,0%,-5%,?
Nc1nc(C2CCCCC2)cs1,1%,-8%,4%,4%,19%,4%,-3%,-8%
O=C(NCCc1nc2ccccc2[nH]1)c1ccc(Cl)c([N+](=O)[O-])c1,4%,-17%,0%,8%,-2%,1%,-4%,-5%
CCOc1cc(/C=N/n2cnnc2)ccc1OS(=O)(=O)c1ccc(C)cc1,-9%,-7%,19%,8%,-6%,-25%,-10%,22µM*
COC(=O)c1cc2sc(Cl)cc2n1CC(=O)N1CCCc2ccccc21,5%,-9%,15%,5%,18%,16%,1%,-8%
CC(C)c1ccc(NC(=O)c2cnn(-c3ccccc3)c2NC(=O)c2ccco2)cc1,0%,-19%,-2%,-2%,-2%,-1%,-5%,11%
CN1CCN(C(=O)c2ccc(CSc3nc4ccncc4n3Cc3ccc(F)cc3)cc2)CC1,0%,-4%,5%,2%,2%,0%,5%,-2%
O=C(CCCN1C(=O)/C(=C/c2ccccc2Cl)SC1=S)NNC(=O)c1cccnc1,/,/,5%,-1%,-5%,0%,0%,/
Cc1ccccc1N1CCN(C(=O)c2ccc(Oc3ccc(C(F)(F)F)cn3)cc2)CC1,?,-62%[inhibitor],1%,-16%,-19%,-5%,-6%,-2%
CC(C)Cn1c(N)c(C=O)c(=O)[nH]c1=O,0%,15%,1%,-15%,5%,4%,-9%,-1%

Screens: PubChem, National Center for Advancing Translational Sciences (NCATS)
